EBNA-1 inhibitor: blocks EBNA-1 binding to DNA; EBNA-1 DNA binding, fluorescence polarization; inhibition, % at 14.8 µM; 300,000 tested, 0.34% active; in the data active = inhibition above about 28%
PAD4 inh: PAD4 (human) enzyme inhibition. inhibition, % at 6.36 µM. recombinant PAD4, RCA probe fluorescence polarization. Q9UM07. 330,000 tested, 0.41% active. AID 485272;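 active = percent inhibition above a cutoff equal to the mean of all tested compounds plus 3 SD, cut at about 15% in these data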;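 also: 0% = PAD4 with RCA probe and DMSO and 100% = probe without PAD4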
LYPLA1 counter: blocks human lysophospholipase 1, a PME1 counter-screen | inhibition, % at 5.9 µM | recombinant LYPLA1, FP-Rh probe fluorescence polarization | 320,000 tested, 0.16% active;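 active = inhibition above the mean of all tested compounds plus 3 SD, set per campaign, cut at about 14% in these data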;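 also: inhibitors block serine hydrolase probe labeling of LYPLA1 so polarization falls; 0% = enzyme with DMSO and 100% = wells lacking LYPLA1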
PREPL inhibitor: human PREPL enzyme inhibition. inhibition, % at 5.96 µM. AID 2751. 320,000 tested, 0.68% active. recombinant PREPL, fluorescence polarization activity-based probe. Q4J6C6; in the data active = inhibition above about 43%;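 also: 0% = enzyme with DMSO and 100% = wells lacking enzyme; many of its hits are not listed in these tables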
Target sequence (Q4J6C6 whole entry, looked up): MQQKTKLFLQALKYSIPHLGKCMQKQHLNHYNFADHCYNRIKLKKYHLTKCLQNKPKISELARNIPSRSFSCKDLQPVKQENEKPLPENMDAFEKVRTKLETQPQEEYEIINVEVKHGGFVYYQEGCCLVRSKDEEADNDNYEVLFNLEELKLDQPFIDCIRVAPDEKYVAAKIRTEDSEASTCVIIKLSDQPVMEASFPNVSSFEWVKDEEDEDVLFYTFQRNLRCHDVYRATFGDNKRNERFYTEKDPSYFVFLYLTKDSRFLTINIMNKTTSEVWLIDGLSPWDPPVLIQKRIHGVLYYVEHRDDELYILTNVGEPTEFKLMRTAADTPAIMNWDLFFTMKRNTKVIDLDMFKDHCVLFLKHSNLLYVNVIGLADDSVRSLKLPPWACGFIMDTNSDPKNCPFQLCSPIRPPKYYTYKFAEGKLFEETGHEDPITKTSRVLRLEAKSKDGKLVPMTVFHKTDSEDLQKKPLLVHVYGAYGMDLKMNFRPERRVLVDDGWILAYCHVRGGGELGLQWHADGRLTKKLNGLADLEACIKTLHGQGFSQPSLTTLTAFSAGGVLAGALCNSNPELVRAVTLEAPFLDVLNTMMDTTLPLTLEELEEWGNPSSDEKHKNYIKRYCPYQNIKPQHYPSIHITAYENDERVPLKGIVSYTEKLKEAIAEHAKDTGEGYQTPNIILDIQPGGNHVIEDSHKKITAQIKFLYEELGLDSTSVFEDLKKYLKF
ZTA counter: counter-screen for EBNA-1 inhibitors: inhibitors of Epstein-Barr virus ZTA; P03206; ZTA-DNA binding, fluorescence polarization; inhibition, % at 11 µM; 320,000 tested, 0.15% active; AID 2234; in the data active = inhibition above about 33%
LYPLA2 inh: blocks human lysophospholipase 2, a PME1 counter-screen. O95372. recombinant LYPLA2, FP-Rh probe fluorescence polarization. inhibition, % at 5.9 µM. 320,000 tested, 0.38% active. AID 2177;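 active = inhibition above the screen-wide mean plus 3 SD, limit set per campaign, cut at about 26% in these data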;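 also: 0% = LYPLA2 with DMSO and 100% = wells lacking LYPLA2 enzyme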
PAFAH1B3 inh: inhibitors of human PAFAH1B3. Q15102. recombinant PAFAH1B3, FP-rhodamine probe, fluorescence polarization. 340,000 tested, 0.28% active. inhibition, % at 3.39 µM;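 active = inhibition above the screen-wide average of all tested compounds plus 3 SD, cut at about 25% in these data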;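 also: 0% = enzyme with DMSO only and 100% = wells lacking PAFAH1B3 protein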
PAFAH2 FP inh: inhibitors of human PAFAH2; Q99487; inhibition, % at 3.39 µM; recombinant PAFAH2, FP-rhodamine activity probe, fluorescence polarization; 340,000 tested, 0.99% active;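 active = inhibition above the mean over all tested compounds plus 3 SD, cut at about 30% in these data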;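 also: inhibitors block probe labeling of enzyme so polarization drops; 0% = enzyme with DMSO and 100% = wells lacking PAFAH2 protein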
GSTO1 inh: counter-screen for RBBP9 inhibitors: inhibitors of human GSTO1; recombinant GSTO1, activity-based probe fluorescence polarization; inhibition, % at 5.96 µM; 300,000 tested, 1.1% active; AID 1974;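 active = inhibition above the campaign mean inhibition plus 3 SD, cut at about 35% in these data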;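 also: 0% = GSTO1-1 with DMSO and 100% = wells lacking GSTO1-1 enzyme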
Target sequence (P78417 whole entry, looked up): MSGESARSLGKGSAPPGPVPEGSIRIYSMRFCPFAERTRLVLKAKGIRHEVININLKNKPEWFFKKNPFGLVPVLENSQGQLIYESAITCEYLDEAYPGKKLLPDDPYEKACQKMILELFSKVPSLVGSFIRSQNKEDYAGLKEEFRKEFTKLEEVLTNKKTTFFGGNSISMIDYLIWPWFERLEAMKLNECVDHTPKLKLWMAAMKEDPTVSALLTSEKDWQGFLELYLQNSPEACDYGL
* = called active by the depositor; · = not tested or not shown. The list is partial. The share of hits here may be higher or lower than overall.

SMILES	EBNA-1 inhibitor	PAD4 inh	LYPLA1 counter	PREPL inhibitor	ZTA counter	LYPLA2 inh	PAFAH1B3 inh	PAFAH2 FP inh	GSTO1 inh
COc1ccc(CCNC(=O)C(=O)NCC2OCCN2S(=O)(=O)c2ccc3c(c2)OCCO3)cc1 (stereo unspecified)	-9	-9	-3	10	-2	0	3	2	2
Cn1c(=O)[nH]c(=O)c2c1nc(SCCN1CCCCC1)n2CCCc1ccccc1	2	0	1	5	-5	2	2	-1	0
CCOC(=O)N1CCN(C(=O)C2CC(=O)N(c3ccccc3)C2)CC1 (stereo unspecified)	-13	-3	0	8	-10	-4	1	-5	1
Cc1ccccc1C1CC(c2ccc(F)cc2)Nc2nc(N)nn21 (stereo unspecified)	3	4	0	44*	14	2	3	1	4
COc1ccc(-c2cccc(C(=O)N3CCOCC3)c2)cc1	-11	-3	0	1	1	-2	15	-2	2
O=C(CCCN1C(=O)/C(=C/c2ccc(F)cc2)SC1=S)NC1CCS(=O)(=O)C1 (stereo unspecified)	7	-25	-2	15	-3	6	7	0	8
COc1ccc(C(=O)OCC(=O)Nc2ccc(OC(F)F)cc2)c(OC)c1	-1	-1	-3	-8	-11	4	7	68*	0
CN(c1ncnc(N)c1[N+](=O)[O-])C1CCS(=O)(=O)C1 (stereo unspecified)	7	2	-2	-2	14	0	0	0	2
COc1cc(NC(=O)c2ccc(C(C)(C)C)cc2)c(OC)cc1NC(=O)CN1CCCCC1	1	-2	1	3	1	2	9	1	5
CN(C)c1ccc(/C=[N+](\[O-])C2SC(=S)N(C)C2(C)C)cc1 (stereo unspecified)	6	0	-4	-3	-7	0	6	8	6
Cc1cccc(OCc2n[nH]c(=S)n2Cc2ccccc2)c1	-10	-2	-2	-25	-3	10	0	4	-2
CCOC(=O)c1c(C)[nH]c(C(=O)Cn2nnc(-c3ccccc3Cl)n2)c1C	1	1	-1	10	-9	-3	-2	2	2
NC(=O)C(=O)NN=C1C2CC3CC(C2)CC1C3	8	-1	5	7	13	9	3	-1	10
CC1=NOC2(C1)/C(=N/O)CCC/C2=N\O (stereo unspecified)	-3	-2	1	17	-1	-6	5	-8	-1
CC(C)(Oc1ccc(Br)cc1)C(=O)N1CCc2ccccc21	-7	1	1	-3	-9	0	-4	4	6
O=C(NCCCN1CCN(CCCNC(=O)c2cc([N+](=O)[O-])ccc2Cl)CC1)c1cc([N+](=O)[O-])ccc1Cl	-6	-4	3	41	0	9	8	-4	-4
COc1ccc(NC(C)=O)cc1S(=O)(=O)Nc1cccc(S(=O)(=O)NC2=NCCC2)c1	·	0	-1	3	-8	-1	12	7	·
Cc1ccc2nc(N(CCCN(C)C)C(=O)c3ccc(Br)s3)sc2c1	0	-2	-2	-51	-1	9	3	-4	-2
CC(C)(CNC(=O)c1cccc(S(=O)(=O)Nc2ccc(Br)cc2)c1)N1CCOCC1	-4	2	-2	-8	-8	-1	10	4	2
Cc1[nH]c2ccccc2c1/C=N/NC(=O)CCC(=O)Nc1ccccc1	-2	-2	-5	15	-3	-5	12	8	0
CN(C(=O)c1ccc(F)c(S(=O)(=O)N2CCOCC2)c1)C1CCCCC1	·	6	0	1	5	2	3	0	·
COc1cc(-c2cc[n+](C)cc2)ccc1O	-1	-3	0	4	1	3	9	-162	0
Cc1cccc(C(=O)Nc2cc(NC(=O)c3cccs3)ccc2C)c1	-8	0	-5	-10	-10	-2	3	4	-3
O=C(Nc1ccc(Br)cc1)c1ccccc1Br	-16	-6	0	-8	-4	2	4	-1	-10
COc1ccc(OCc2cc(C(=O)N(C)C(C)c3ccon3)no2)c(Cl)c1 (stereo unspecified)	3	2	-1	5	0	-1	10	4	6

(next part)
SMILES	EBNA-1 inhibitor	PAD4 inh	LYPLA1 counter	PREPL inhibitor	ZTA counter	LYPLA2 inh	PAFAH1B3 inh	PAFAH2 FP inh	GSTO1 inh
CCOC(=O)NC(=O)/C(C#N)=N\Nc1cccc(OC)c1	2	-2	-4	-13	10	2	0	15	6
COc1cccc(CNS(=O)(=O)c2cc(CN3C(=O)c4cccnc4C3=O)ccc2OC)c1	7	-3	3	3	-2	-1	1	0	-1
CCOC(=O)c1c(NC(=S)N2CCOCC2)sc(C)c1C	-14	-6	-1	30	-10	-4	-3	11	-2
COc1ccc(S(=O)(=O)N2CCCCC2)cc1NC(=O)CN(C)C1CCCCC1	7	-1	-1	-5	-7	1	3	15	4
COc1ccc(NC(=O)CCCn2cc([N+](=O)[O-])cn2)cc1	-2	0	2	1	-7	3	6	-3	6
C=C(C)CN(CC)C(=O)CN1C(=O)NC2(CCCc3ccccc32)C1=O (stereo unspecified)	4	1	3	0	-10	-1	7	0	2
COC(=O)NNC(=O)c1ccc(Cl)cc1Cl	-7	-3	-1	-1	2	-2	9	-4	5
CC1(C)OC(=O)C(=CNc2cccc(C(=O)O)c2)C(=O)O1	8	1	-2	-3	-4	-6	3	4	-1
CC(=O)Nc1ccc(S(=O)(=O)NNC(=O)c2ccc(S(=O)(=O)N3CCCCC3)cc2)cc1	-3	5	-6	8	2	-9	0	-1	9
Cc1ccc(S(=O)(=O)N2CCOCC2)cc1NC(=O)CN(C)C1CCS(=O)(=O)C1 (stereo unspecified)	2	4	2	17	-22	6	7	-3	13
COc1ccc(Nc2c([N+](=O)[O-])ccc3c2=NC2(CCCCC2)N=3)cc1	2	-5	-1	18	4	4	11	10	31
CCOC(=O)c1oc2c(O)c(O)ccc2c(=O)c1-c1nncn1-c1ccccc1	-5	3	2	-13	11	1	9	14	20
CC(NS(=O)(=O)c1ccc2c(c1)C(=O)c1cc(S(=O)(=O)NC(C)C(=O)O)ccc1-2)C(=O)O (stereo unspecified)	0	-6	4	-10	20	-1	4	-2	-2
O=C(O)c1cc(Cl)nc2ccccc12	8	-2	-1	1	4	1	2	1	-2
O=C(Nc1ccc(Cl)c(S(=O)(=O)N2CCOCC2)c1)c1cccs1	·	-2	·	2	·	·	0	-3	·
COc1ccc(NC(=O)CN2C(=O)C(C)Oc3ccccc32)cc1 (stereo unspecified)	9	-2	-1	8	-21	1	7	1	0
COc1ccc(C(=O)COC(=O)c2nn(C)c(=O)c3ccccc23)c(OC)c1	-3	0	-1	2	2	-1	9	1	10
CCC(=O)c1ccc(N2CCN(C(=O)c3ccc(Br)cc3)CC2)c(F)c1	-12	-6	3	4	2	30*	-7	-1	-7
COC(=O)C1=CN(CCCN2CCCC2=O)C=C(C(=O)OC)C1c1cccs1	-6	1	-4	-5	-13	-3	-1	-6	4
O=C(Nc1ccc2nsnc2c1)c1cccs1	-3	3	0	8	-9	-5	0	1	2
CCn1c(-c2ccc3[nH]c(C)c(C)c3c2)n[nH]c1=S	9	0	1	18	2	3	4	1	7
O=C(Nc1cccc(S(=O)(=O)Nc2ccccc2F)c1)c1ccc2ccccc2n1	4	-6	-8	5	-8	-2	-2	5	-12
COc1ccc(NS(=O)(=O)c2cc(NC(=O)CC(C)(C)C)ccc2N2CCCC2)cc1	·	4	-5	16	-5	1	12	3	·
Cc1nn(Cc2ccccc2Cl)c2sc(C(=O)NCc3ccc4c(c3)OCO4)cc12	1	-3	-3	-24	7	-29	-7	-20	-14
Oc1ccc(/C=N/N2CCN(C3c4ccccc4-c4ccccc43)CC2)c(O)c1	-5	-3	-4	-10	-11	-5	1	3	-6

Individual results from the entries so far:
COc1cc(NC(=O)c2ccc(C(C)(C)C)cc2)c(OC)cc1NC(=O)CN1CCCCC1 in ZTA counter reads 1
CCOC(=O)N1CCN(C(=O)C2CC(=O)N(c3ccccc3)C2)CC1 (stereo unspecified) in PAD4 inh reads -3

Pulled one by one from the list above, six records:
SMILES	EBNA-1 inhibitor	PAD4 inh	LYPLA1 counter	PREPL inhibitor	ZTA counter	LYPLA2 inh	PAFAH1B3 inh	PAFAH2 FP inh	GSTO1 inh
Cc1cccc(OCc2n[nH]c(=S)n2Cc2ccccc2)c1	-10	-2	-2	-25	-3	10	0	4	-2
C=C(C)CN(CC)C(=O)CN1C(=O)NC2(CCCc3ccccc32)C1=O (stereo unspecified)	4	1	3	0	-10	-1	7	0	2
COc1ccc(Nc2c([N+](=O)[O-])ccc3c2=NC2(CCCCC2)N=3)cc1	2	-5	-1	18	4	4	11	10	31
NC(=O)C(=O)NN=C1C2CC3CC(C2)CC1C3	8	-1	5	7	13	9	3	-1	10
Cn1c(=O)[nH]c(=O)c2c1nc(SCCN1CCCCC1)n2CCCc1ccccc1	2	0	1	5	-5	2	2	-1	0
COc1ccc(OCc2cc(C(=O)N(C)C(C)c3ccon3)no2)c(Cl)c1 (stereo unspecified)	3	2	-1	5	0	-1	10	4	6

Structures listed so far that have a COOH group:
SMILES	EBNA-1 inhibitor	PAD4 inh	LYPLA1 counter	PREPL inhibitor	ZTA counter	LYPLA2 inh	PAFAH1B3 inh	PAFAH2 FP inh	GSTO1 inh
CC1(C)OC(=O)C(=CNc2cccc(C(=O)O)c2)C(=O)O1	8	1	-2	-3	-4	-6	3	4	-1
CC(NS(=O)(=O)c1ccc2c(c1)C(=O)c1cc(S(=O)(=O)NC(C)C(=O)O)ccc1-2)C(=O)O (stereo unspecified)	0	-6	4	-10	20	-1	4	-2	-2
O=C(O)c1cc(Cl)nc2ccccc12	8	-2	-1	1	4	1	2	1	-2

The list continues:
SMILES	EBNA-1 inhibitor	PAD4 inh	LYPLA1 counter	PREPL inhibitor	ZTA counter	LYPLA2 inh	PAFAH1B3 inh	PAFAH2 FP inh	GSTO1 inh
CCOC(=O)c1c(-c2ccccc2)csc1NC(=O)C1CCCO1 (stereo unspecified)	-6	0	-1	5	16	3	-6	-2	10
COc1ccccc1C(=O)NCC(=O)N/N=C/c1cc(Br)ccc1OCc1ccccc1	10	-2	-23	-15	2	-44	-28	-37	-14
Cc1cccc(NC(=O)CNC(=O)COC(=O)CCS(=O)(=O)c2ccccc2)c1C	10	-2	2	4	-11	-18	-4	-4	0
COc1ccc(C)cc1NC(=O)CCNS(=O)(=O)c1cccc(C(F)(F)F)c1	-17	-1	2	11	10	2	2	8	-2
CCC(C)Nc1ccc(NC(C)CC)cc1 (stereo unspecified)	·	-5	3	42	16	7	13	12	·
CCN(Cc1ccccc1)C(=O)CN1C(=O)c2ccccc2S1(=O)=O	8	3	3	3	-9	5	6	1	-5
O=C(NN1C(=O)C2C3c4ccccc4C(c4ccccc43)C2C1=O)c1ccc(Cl)cc1 (stereo unspecified)	-2	-2	2	-2	-5	7	4	4	-3
O=C(c1n[nH]c2c1CCCC2)n1ccnc1	-1	-5	4	32	9	16	·	·	0
O=C(NN1C(=O)C2C3C=CC(C3)C2C1=O)c1ccccc1 (stereo unspecified)	-10	-2	-4	-7	-7	-4	-3	-1	1
CC(C)[C@H](NC(=O)C1CCN(S(=O)(=O)c2ccccc2)CC1)C(=O)NCc1ccncc1	7	-4	0	3	17	-4	4	-5	4
CN(Cc1c(C(=O)N/N=C/c2cc(F)ccc2F)nnn1-c1nonc1N)C1CCCCC1	-21	-5	1	9	-2	3	1	-5	-1
Cc1cnc(NC(=O)COc2ccc3c(c2)CCC3)s1	5	0	-2	1	-9	4	8	2	10
O=C(NCCc1ccccc1)C1CCN(C(=O)c2sccc2-n2cccc2)CC1	13	0	3	9	6	5	1	-1	-1
